Assay outcomes from PubChem BioAssay.
MC4R ag barr: MC4R agonists recruiting beta-arrestin, primary screen, cell-based, luminescence, agonist arm of biased-ligand search. AID 540308, 2011. Melanocortin receptor 4 (Homo sapiens), P32245. activation, % at 8.9 µM. 360,000 tested, 0.98% active. U2OS MC4R beta-arrestin complementation; percent of melanotan II response, DMSO zero;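 active = activation above a per-plate cutoff, the mean activation of sample wells on that plate plus 3 SD, cut at about 8% in these data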
Target sequence (P32245 whole entry, looked up): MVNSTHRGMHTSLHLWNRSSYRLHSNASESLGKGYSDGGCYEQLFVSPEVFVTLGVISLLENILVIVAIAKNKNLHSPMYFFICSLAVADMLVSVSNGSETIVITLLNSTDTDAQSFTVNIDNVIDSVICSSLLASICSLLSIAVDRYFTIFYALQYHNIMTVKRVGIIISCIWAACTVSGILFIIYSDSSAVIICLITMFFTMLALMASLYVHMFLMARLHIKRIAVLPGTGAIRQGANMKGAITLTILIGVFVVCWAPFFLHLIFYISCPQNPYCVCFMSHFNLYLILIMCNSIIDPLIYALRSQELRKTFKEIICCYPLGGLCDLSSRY
SRC1 inh: SRC1 coactivator transcriptional activity inhibitors, primary screen, cell-based, luminescence; 360,000 tested, 0.12% active; inhibition, % at 3.6 µM; Nuclear receptor coactivator 1 (Homo sapiens), Q15788; AID 588354, 2011; HEK293 GAL4-SRC1 luciferase reporter;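 active = inhibition above the campaign mean plus 3 SD, with each screening campaign given its own cutoff, cut at about 60% in these data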;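 also: 0% = DMSO treated cells and 100% = gossypol at 36 µM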
TLR9-MyD88 block: inhibitors of TLR9-MyD88 association in cells, primary screen, cell-based, CHO, BLA complementation, fluorescence; inhibition, % at 4.98 µM; AID 504734, 2011; 340,000 tested, 0.21% active; Toll-like receptor 9 (Homo sapiens) + Myeloid differentiation primary response protein …; CCF4 FRET ratio;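 active = inhibition above the mean over all tested compounds plus 3 SD, cut at about 21% in these data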;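 also: 0% = DMSO only wells and 100% = clavulanate BLA inhibitor control wells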
NOD2 RIPK2 PPI: NOD2-RIPK2 binding disruptors in cells, primary screen, fluorescence, CHO cells, BLA complementation; Receptor-interacting serine/threonine-protein kinase 2 (Homo sapiens), O43353; 360,000 tested, 0.38% active; CCF4 ratio; inhibition, % at 4.98 µM; in the data active = inhibition above about 21%;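 also: 0% = vehicle only and 100% = reference blocker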
Target sequence (O43353 whole entry, looked up): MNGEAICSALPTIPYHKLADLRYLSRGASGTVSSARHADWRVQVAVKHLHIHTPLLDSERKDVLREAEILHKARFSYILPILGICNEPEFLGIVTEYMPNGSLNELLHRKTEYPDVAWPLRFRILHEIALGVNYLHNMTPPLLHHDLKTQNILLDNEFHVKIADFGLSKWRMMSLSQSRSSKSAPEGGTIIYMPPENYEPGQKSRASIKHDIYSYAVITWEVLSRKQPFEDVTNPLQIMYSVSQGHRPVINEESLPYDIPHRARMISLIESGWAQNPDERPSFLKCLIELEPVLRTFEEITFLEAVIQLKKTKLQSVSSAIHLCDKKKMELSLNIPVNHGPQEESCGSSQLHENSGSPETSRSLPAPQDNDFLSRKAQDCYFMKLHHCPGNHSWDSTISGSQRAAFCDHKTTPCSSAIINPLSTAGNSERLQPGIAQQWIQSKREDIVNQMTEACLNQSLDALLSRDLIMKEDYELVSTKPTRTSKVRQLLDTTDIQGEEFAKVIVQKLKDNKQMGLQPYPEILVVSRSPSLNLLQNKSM
SRC2 inh: inhibition of GAL4-SRC2 driven luciferase reporter, primary screen, SRC2 inhibitor project, cell-based, luminescence; Nuclear receptor coactivator 2 (Homo sapiens), Q15596; HEK293 GAL4-SRC2 luciferase reporter; inhibition, % at 9 µM; 370,000 tested, 0.17% active; AID 651957, 2012;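 active = inhibition above the mean inhibition of all tested compounds plus 3 SD, set per campaign, cut at about 52% in these data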;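 also: 0% = DMSO treated cells and 100% = cells given Gossypol at 36 µM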
EBV LMP1 NFkB: EBV LMP1-driven NF-kappaB luciferase reporter inhibitors, primary screen, cell-based, luminescence, single point | LMP1-induced NF-kappaB luciferase reporter cells | inhibition, % at 12.5 µM | 350,000 tested, 0.69% active | AID 504558, 2011; in the data active = inhibition above about 41%; inconclusive = no clear call, values can overlap the other calls;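 also: 0% = neutral control wells and 100% = reference inhibitor control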
NR2F2 inh: NR2F2 transcriptional activity inhibitors, primary screen, cell-based, luciferase reporter, HEK293T, luminescence; HEK293T NGFI-A luciferase reporter; inhibition, % at 8.6 µM; 370,000 tested, 0.7% active; AID 686940, 2013;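 active = inhibition above a per-plate cutoff, mean inhibition of test wells between control levels plus 3 SD, cut at about 38% in these data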;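 also: cells cotransfected with COUP-TFII expression vector driving the NGFI-A reporter; 0% = median of COUP-TF2 test wells and 100% = reporter-only cells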
ABHD5-PLIN5 inh: ABHD5-PLIN5 interaction inhibitors, primary screen, cell lysate, split luciferase complementation, luminescence | Perilipin-5 (Homo sapiens) + 1-acylglycerol-3-phosphate O-acyltransferase ABHD5 (Homo … | Split G. princeps luciferase complementation, 4 h | inhibition, % at 4 µM | 360,000 tested, 0.78% active | AID 602281, 2012;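 active = inhibition above the mean inhibition across every tested compound plus 3 SD, cut at about 22% in these data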;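 also: 0% = DMSO only wells and the 100% control is not disclosed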
MC4R antagonist: MC4R antagonists of cAMP signaling, primary screen, cell-based, TR-FRET, antagonist arm of biased-ligand search. 360,000 tested, 0.48% active. AID 540295, 2011. Melanocortin receptor 4 (Homo sapiens), P32245. inhibition, % at 6.5 µM. MC4R-expressing cells, MTII-stimulated cAMP, LANCE TR-FRET;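 active = inhibition above its plate's cutoff, the mean of tested wells on that plate plus 3 SD, cut at about 29% in these data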;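 also: 0% = Melanotan II alone and 100% = Melanotan II plus saturating MCL0020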
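Material: human MC4R-expressing U2OS cells. Probe or stimulus: Melanotan II challenge. Dosing: 6.5 µM single dose. Times: 30-min compound, 1-h challenge, 1-h detection, room temperature. Technique: TR-FRET with Eu-cAMP and labeled anti-cAMP, 671 nm. Replication: singlicate.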
NR5A2 inv ag: LRH-1 (NR5A2) inverse agonists, primary screen, cell-based, luminescence, HEK293T, StAR-luciferase reporter. LRH-1 transfected, 24 h. inhibition, % at 3.6 µM. Nuclear receptor subfamily 5 group A member 2 (Homo sapiens), O00482. 360,000 tested, 0.13% active;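 active = inhibition above the mean inhibition of all tested compounds plus 3 SD, cut at about 73% in these data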;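 also: 0% = DMSO wells and 100% = reporter-only cells lacking LRH-1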
SRC3 inh: SRC3 coactivator transcriptional activity inhibitors, primary screen, cell-based, luminescence. inhibition, % at 3.6 µM. AID 588352, 2011. 360,000 tested, 0.17% active. HEK293 GAL4-SRC3 luciferase reporter. Nuclear receptor coactivator 3 (Homo sapiens), Q9Y6Q9;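 active = inhibition above a per-campaign cutoff, the mean of all compounds plus 3 SD, cut at about 60% in these data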;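 also: 0% = DMSO-treated cells and 100% = gossypol-treated cells at 36 µM; higher means less SRC3-driven luciferase light from the GAL4 reporter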
* = called active by the depositor; ? = inconclusive.

cpd	Structure	MC4R ag barr	SRC1 inh	TLR9-MyD88 block	NOD2 RIPK2 PPI	SRC2 inh	EBV LMP1 NFkB	NR2F2 inh	ABHD5-PLIN5 inh	MC4R antagonist	NR5A2 inv ag	SRC3 inh
1	COc1ccc(OCC(=O)Nc2nnc(C)s2)cc1	-1.6	-14	3	0	-26	5	-5	-3	11	-11	7
2	O=C(CSc1nc2[nH]c(=O)cc(O)c2s1)Nc1cccc(Br)c1	-2.1	-4	-9	-8	-5	-4	-27	0	4	6	1
3	CCOCCCNC(=O)c1ccc(CN2CCc3ccccc3C2)cc1	-1.3	0	8	12	6	8	-1	-6	-1	16	-12
4	O=S(=O)(N/N=C/c1ccc2c(c1)OCCO2)c1ccccc1	0.2	-12	-4	-14	7	-3	11	-8	13	-5	2
5	Cc1cc(=O)oc2cc(OCC(=O)N3CCCC3)ccc12	2.6	-5	-6	-9	8	0	-8	5	-9	7	-4
6	C/C(=N\NC(=O)c1ccc(F)cc1)c1ccc(N2CCOCC2)cc1	-0.5	-33	-8	0	-44	-8	-28	1	8	-69	-9
7	CC(C)(C)CC(=O)NC(=S)Nc1ccccc1C(F)(F)F	-2.5	6	1	-10	25	-16	4	-5	0	1	-7
8	COC(=O)c1ccc(NC2(C#N)C(=O)Nc3ccccc32)cc1 (stereo not given)	-2.3	-23	-8	-5	15	-12	9	-8	0	15	-13
9	O=C(CN1CCN(c2ccccc2F)CC1)c1ccc(O)cc1O	-4.5	-17	6	18	-5	-1	-13	-5	0	-11	-26
10	O=C(CSc1cccc[n+]1[O-])N1CCCCCC1	-0.8	1	2	-3	-7	-2	-2	1	1	-2	9
11	COc1ccc2c(c1)CCCN2C(N)=O	-1.3	1	-12	-3	-17	10	8	4	-1	11	-5
12	Cc1csc(NC(=O)C(F)(F)F)n1	-3.9	-25	-1	-12	3	-5	0	2	7	-19	-1
13	COc1cc(NC(=O)c2cc([N+](=O)[O-])ccc2NC(=O)CNC2CCCCC2)cc(OC)c1	3.1	-26	-9	-11	17	4	-9	1	11	11	-10
14	Cc1ccc(C(=O)O)cc1N1C(=O)c2cccc3cc(Br)cc(c23)C1=O	2.5	3	-8	-9	-14	-3	5	0	10	16	-6
15	S=C(c1ccc(-c2ccccc2Cl)o1)N1CCCCC1	1.1	-99	2	2	-112	-30	-24	-2	3	-109	-86
16	COc1ccc(-c2nc(C#N)c(NCCCn3ccnc3)o2)cc1OC	-2.1	-28	10	-1	-48	-9	-35	3	-4	-23	-40
17	COc1ccc(OC)c(/C=N/c2c(-c3ccc(O)c(OC)c3)nc3ccccn23)c1	-0.9	-7	-6	-11	-24	8	-8	3	-2	11	6
18	COc1ccc(Cc2nc3ccc(C(=O)NC(C)C)cc3o2)cc1	-0.7	-36	-5	7	-16	-16	-1	10	9	-62	-47
19	CCN(CC)c1ccc(NC(=O)c2cccc(C)c2OC)c(C)c1	-1.1	-90	0	-5	-36	-34	-28	-4	8	-174	-80
20	C=CCC[C@H](Cc1ccc(F)cc1)C(=O)OC[C@H](Cc1c[nH]c2ccccc12)NC(=O)[C@H](CC=C)CC(=O)N(CCO)Cc1ccccc1	2.1	6	4	-11	7	1	2	-13	20	10	-14

Single entries from the list:
Result of entry 10 under MC4R antagonist: 1
Result of entry 7 under SRC2 inh: 25
Result of entry 1 under NR2F2 inh: -5
Result of entry 8 under ABHD5-PLIN5 inh: -8
Result of entry 18 under EBV LMP1 NFkB: -16
Result of entry 2 under SRC2 inh: -5

The listing picks up; the four compounds before the break are reprinted first.
cpd	Structure	MC4R ag barr	SRC1 inh	TLR9-MyD88 block	NOD2 RIPK2 PPI	SRC2 inh	EBV LMP1 NFkB	NR2F2 inh	ABHD5-PLIN5 inh	MC4R antagonist	NR5A2 inv ag	SRC3 inh
17	COc1ccc(OC)c(/C=N/c2c(-c3ccc(O)c(OC)c3)nc3ccccn23)c1	-0.9	-7	-6	-11	-24	8	-8	3	-2	11	6
18	COc1ccc(Cc2nc3ccc(C(=O)NC(C)C)cc3o2)cc1	-0.7	-36	-5	7	-16	-16	-1	10	9	-62	-47
19	CCN(CC)c1ccc(NC(=O)c2cccc(C)c2OC)c(C)c1	-1.1	-90	0	-5	-36	-34	-28	-4	8	-174	-80
20	C=CCC[C@H](Cc1ccc(F)cc1)C(=O)OC[C@H](Cc1c[nH]c2ccccc12)NC(=O)[C@H](CC=C)CC(=O)N(CCO)Cc1ccccc1	2.1	6	4	-11	7	1	2	-13	20	10	-14
21	Cc1ccccc1C(=O)Nn1cnnc1	-0.6	11	-11	-5	-14	-18	13	2	-6	-21	-2
22	CC1(C)CC2(C)OC(=N)C1(C#N)C2(C#N)C#N (stereo not given)	-2.1	-14	6	-5	-7	21	9	19	6	8	13
23	CC(C)n1ncc2c(C(=O)N3CCN(Cc4ccc(Cl)s4)CC3)cc(C3CC3)nc21	2.5	-6	4	3	3	4	14	-5	8	-11	-2
24	NC(=O)CSc1nc2cc([N+](=O)[O-])ccc2n1-c1cccc(C(F)(F)F)c1	-0.4	4	1	14	15	-5	4	1	16	-2	22
25	COc1ccc(OC)c(NC(=O)NC2CCCc3ccccc32)c1 (stereo not given)	2.8	3	3	-15	-15	9	-2	9	2	29	25
26	C=CCN1CCN(Cc2cnc(Cl)s2)CC1	0.7	-6	7	1	-9	3	2	4	4	-30	2
27	O=C(/C=C/c1cccnc1)c1cccc(O)c1	-2.3	0	-3	12	-35	6	-2	63*	-1	-8	14
28	CNS(=O)(=O)c1ccc(NC(=O)c2cnn3c(C(F)F)cc(-c4ccccc4)nc23)cc1	-3.0	-2	-4	3	4	9	5	0	6	18	10
29	Cc1cc(C)c(C#N)c(Sc2nnnn2-c2ccccc2)n1	-1.8	-5	-5	-4	-3	4	16	1	10	-14	14
30	CCC(C)[C@H](NC(=O)N1CCn2c1nc1ccccc12)C(=O)NCc1ccccc1 (stereo not given in full)	-0.6	-2	-15	0	10	-5	10	4	6	-14	-2
31	COc1ccc(/C=N/NC(=O)c2cccc(Br)c2)cc1CN1CCOCC1	0.0	-7	-9	-2	-36	1	7	-4	13	0	9
32	CC(=O)Nc1ccc(S(=O)(=O)Nc2ccc(C(=O)NCC(=O)O)cc2)cc1	-0.7	-13	1	-5	7	-3	6	-3	0	6	17
33	N/C(Cc1ccc([N+](=O)[O-])cc1)=N\OC(=O)c1ccco1	-2.6	-16	-3	-5	-30	-2	-16	-3	15	-41	-5
34	CCNC(=S)Nc1cccc(S(=O)(=O)NC2=NCCC2)c1	-0.8	1	-5	-4	0	6	-21	-3	1	7	0
35	COc1ccc(CNC(=O)CCCSc2ccccc2)cc1	0.3	14	-1	-9	9	-1	3	2	7	5	-23
36	Cc1ccc(C)c(NC(=O)c2oc(=O)c3ccccc3c2-c2ccccc2)c1	0.7	-28	-6	1	-11	0	17	4	6	2	-5
37	Cc1occc1-c1nnc(SC(C)C(=O)Nc2ccccc2F)o1 (stereo not given)	0.5	-76	-3	2	-35	5	-46	-13	4	-95	-96
38	Cc1cc(F)ccc1S(=O)(=O)Nc1ncnc2sccc12	-4.1	-9	1	-16	16	3	0	3	0	2	15
39	Cc1cccc(C)c1OCC(=O)OCC(=O)c1ccc2c(c1)NC(=O)CO2	-1.4	-1	6	2	-5	-9	14	-4	5	8	7
40	CC(c1ccco1)N(C(=O)C12CC3CC(CC(C)(C3)C1)C2)c1ccccn1 (stereo not given)	-1.1	-3	2	0	-16	?	13	10	5	14	3
41	CCOc1ncccc1C(=O)N1CCCSC1=Nc1ccc(C(C)=O)cc1	-1.8	-5	-6	-7	10	-5	-14	2	16	-2	9
42	COCCN1C(=O)N[C@@H](c2cccs2)C(C(C)=O)=C1C	-0.2	-6	-7	-14	-11	-2	-14	-1	5	16	5
43	O=C(Nc1ccccc1-c1ccccc1)c1cnccn1	-0.7	-22	6	-9	-24	-2	-15	-3	4	-18	-29
44	COC(=O)c1cccc(C(=O)N2CCC(CO)(CCc3ccccc3)CC2)c1	-1.0	-6	2	-1	-15	12	8	5	-3	1	-3
45	COc1ccc(CC2(CO)CCN(S(=O)(=O)c3cccc4cccnc34)CC2)cc1	-1.8	-3	0	11	-59	8	14	2	0	-3	-8
46	Cc1ccc(S(=O)(=O)N2CCOCC2)cc1NC(=O)CN(C)CC(=O)Nc1cccc(F)c1	-1.0	12	4	-6	-10	8	-10	4	-1	1	12
47	CC(c1ccccc1)C1CC(=O)N(Cc2ccccc2)C1=O (stereo not given)	1.4	21	-7	0	10	-15	20	2	4	-10	17
48	CC(=O)c1cccc(NC(=O)CSc2nc(C3CC3)nc3ccccc23)c1	1.6	6	7	-5	7	7	18	8	4	-9	-1
49	CCNCCNC(=O)c1c(O)c2ccccc2n(CC)c1=O	-1.0	10	1	-2	-38	-15	-3	8	-5	-14	-2
50	Cc1ccc(NC(=O)CSc2nnc(C(F)(F)F)n2C)cc1[N+](=O)[O-]	-0.7	14	-1	3	-13	1	3	-6	10	0	-4

Marked active in ABHD5-PLIN5 inh (from the list above):
cpd	Structure	MC4R ag barr	SRC1 inh	TLR9-MyD88 block	NOD2 RIPK2 PPI	SRC2 inh	EBV LMP1 NFkB	NR2F2 inh	ABHD5-PLIN5 inh	MC4R antagonist	NR5A2 inv ag	SRC3 inh
27	O=C(/C=C/c1cccnc1)c1cccc(O)c1	-2.3	0	-3	12	-35	6	-2	63*	-1	-8	14

Some of the compounds tested, so the mix of outcomes need not match the whole.
